# From PubChem BioAssay
# TAAR1 antag = antagonists of human TAAR1. CHO RD-HGA16 TAAR1, Fluo-8 calcium fluorescence, antagonist. Q96RJ0. 360,000 tested, 1.5% active. inhibition, % at 3 µM;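 active means inhibition above a per-plate cutoff, the mean inhibition of test compounds on that plate plus 3 SD, cut at about 49% in these data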;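 further: 0% = DMSO plus EC80 beta-PEA response and 100% = DMSO alone without agonist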
#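 Test system – hTAAR1-expressing CHO RD-HGA16 cells, Gα16-coupled · Also added – β-PEA at EC80 concentration, post-compound challenge · Compound – 3 µM, single point · Incubation – dye loading 75 min at 37 °C, then 30 min room temperature · Measured by – Fluo-8 intracellular calcium dye fluorescence, real-time kinetic reads · Benchmarks – vehicle and agonist controls · Replicates – singlicate, one well per test compound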
# OXTR potentiate = human OXTR potentiation; P30559; CHO-OTR cells, Fluo-8 calcium fluorescence, potentiator mode; 0% = oxytocin EC15, 100% = EC100; activation, % at 3 µM; 320,000 tested, 0.061% active;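 active means activation above that plate's cutoff, the mean activation of tested compounds plus 3 SD, cut at about 6.6% in these data, passing the limit was not always enough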;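 further: 100% uses oxytocin at 75 nM as the full agonist control; some results filed as inactive read as strong as hits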
#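 assay system = CHO-OTR cells, human receptor | schedule = compound 6 min at room temperature before oxytocin, 100 s read | detection = Fluo-8 intracellular calcium fluorescence, ex 470-495, em 515-575 nm | evaluation = normalized max/min fluorescence ratio, % activation | control set = EC15 oxytocin alone as 0%, 75 nM oxytocin (EC100) as 100%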
# TAAR1 agonist = human TAAR1 agonism; CHO RD-HGA16 TAAR1, Fluo-8 calcium fluorescence; vehicle wells 0%, saturating PEA agonist 100%; activation, % at 3 µM; 360,000 tested, 0.99% active;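 active means activation above the mean activation of all test compounds in the run plus 3 SD, cut at about 38% in these data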
#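 System: CHO-derived RD-HGA16 cells with stable Gα16 and human TAAR1 / Times: 17-24 h plating, Fluo-8 75 min 37 °C, 30 min RT / Technique: calcium-sensitive Fluo-8 signal, excitation 470-495, emission 515-575 nm / Measure: % activation relative to PEA EC100 response / Benchmarks: DMSO and PEA EC100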
# CHO-K1 Ca ag = nonselective activator or artifact in parental CHO-K1 cells | Fluo-8 calcium fluorescence; scaled to maximal ATP response, vehicle zero | activation, % at 3 µM | 360,000 tested, 0.48% active; in the data active means activation above about 15%;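 further: untransfected CHO-K1 host cells lacking M1 receptor as counterscreen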
# CHO-K1 Ca antag = M1 antagonist counterscreen hit in parental CHO-K1 cells; inhibition, % at 3 µM; AID 602250; ATP-induced calcium, Fluo-8 fluorescence; 360,000 tested, 0.6% active;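 active means inhibition above a per-plate cutoff, the plate's mean sample inhibition plus 3 SD, cut at about 24% in these data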;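 further: 0% = DMSO plus EC80 ATP and 100% = DMSO alone without ATP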
# V1R ag counter = counter-screen for oxytocin receptor agonists: human V1a receptor agonists; activation, % at 3 µM; 320,000 tested, 0.25% active; CHO-V1R cells, Fluo-8 calcium fluorescence, agonist mode; 0% DMSO, 100% 3 nM vasopressin;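 active means activation above the mean activation of all tested compounds plus 3 SD, per screening run, cut at about 20% in these data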;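 further: signal is peak over basal fluorescence ratio across a 100 second FLIPR read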
# Target sequence (P37288 whole entry, looked up): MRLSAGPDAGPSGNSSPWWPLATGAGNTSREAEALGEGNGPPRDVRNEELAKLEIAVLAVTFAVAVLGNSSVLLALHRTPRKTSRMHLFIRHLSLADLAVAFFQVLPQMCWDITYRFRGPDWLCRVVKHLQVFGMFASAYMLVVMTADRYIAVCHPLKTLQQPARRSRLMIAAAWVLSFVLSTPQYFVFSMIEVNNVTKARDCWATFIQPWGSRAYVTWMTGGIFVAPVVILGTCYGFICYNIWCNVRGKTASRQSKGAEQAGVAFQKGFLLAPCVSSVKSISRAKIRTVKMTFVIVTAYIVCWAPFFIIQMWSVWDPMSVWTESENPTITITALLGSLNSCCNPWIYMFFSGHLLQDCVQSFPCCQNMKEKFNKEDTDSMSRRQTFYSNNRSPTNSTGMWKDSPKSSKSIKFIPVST
# CHRM1 agonist = activates human CHRM1 receptor | CHO-K1 hM1, Fluo-8 calcium fluorescence, agonist mode; 0% DMSO, 100% acetylcholine EC100 | activation, % at 3 µM | 360,000 tested, 0.33% active | AID 588814;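 active means activation above the run's mean compound activation plus 3 SD, cut at about 16% in these data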;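 further: peak over basal fluorescence ratio within a 140 s kinetic read after compound addition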
# Target sequence (P11229 whole entry, looked up): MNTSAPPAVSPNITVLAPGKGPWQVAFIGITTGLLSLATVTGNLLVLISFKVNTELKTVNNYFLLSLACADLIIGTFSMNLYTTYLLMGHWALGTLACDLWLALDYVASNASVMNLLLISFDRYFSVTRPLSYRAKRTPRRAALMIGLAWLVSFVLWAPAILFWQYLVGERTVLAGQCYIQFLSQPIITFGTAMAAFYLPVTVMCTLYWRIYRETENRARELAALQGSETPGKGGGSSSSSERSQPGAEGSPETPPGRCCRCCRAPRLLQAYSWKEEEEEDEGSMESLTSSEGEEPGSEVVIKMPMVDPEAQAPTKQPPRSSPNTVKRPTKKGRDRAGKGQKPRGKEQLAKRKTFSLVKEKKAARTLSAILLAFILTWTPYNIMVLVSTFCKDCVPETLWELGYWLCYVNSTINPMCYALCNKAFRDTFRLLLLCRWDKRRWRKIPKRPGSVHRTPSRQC
# M1 PAM parental = M1 PAM counterscreen hit in parental CHO-K1 cells; ATP EC20, Fluo-8 calcium fluorescence; 0% at ATP EC20, 100% at ATP max; activation, % at 3 µM; 360,000 tested, 0.02% active; AID 602247;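 active means activation above the run cutoff, the mean activation of all test compounds plus 3 SD, cut at about 40% in these data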;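 further: peak over basal fluorescence ratio in a 140 s read after ATP addition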
# CHO parental Ca = counter-screen for OX1R antagonists: effect in parental CHO cells; inhibition, % at 5.6 µM; parental CHO-K1, ATP-induced calcium, Fluo-8 fluorescence; 330,000 tested, 0.63% active;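 active means inhibition above that plate's mean sample inhibition plus 3 SD, cut at about 26% in these data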;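 further: 0% = ATP-challenged DMSO wells and 100% = DMSO wells without ATP; some compounds past the cut are filed as inactive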
#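 Material: Parental CHO cells | Reagent: ATP | Compound dosing: Single nominal dose of 5.6 µM per compound | Detection: Intracellular calcium via Fluo-8 no-wash fluorescent dye | Read-out: % inhibition of ATP-induced calcium mobilization | Benchmarks: Low control ATP plus DMSO, high control DMSO only | Replicates: Singlicate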
# Starred values were filed as active, the others as inactive; nt = not tested or not shown; & = joins results of further samples.
SMILES,TAAR1 antag,OXTR potentiate,TAAR1 agonist,CHO-K1 Ca ag,CHO-K1 Ca antag,V1R ag counter,CHRM1 agonist,M1 PAM parental,CHO parental Ca
Cc1ccc(S(=O)(=O)N(C)C)cc1NC(=O)CSc1nc2ccccc2c(=O)n1CC1CCCO1 (configuration not stated),-32.7,-0.9,0.5,0.9,-4.3,-0.1,-3.2,9.1,-23.3
COc1ccc(CNc2ncnc3ccccc23)cc1,-11.2,-10.3,2.0,13.7,20.8,12.1,0.7,-15.2,30.0*
CC(=O)N=C1C=CC(=CN(O)C(C)(C)Cc2ccccc2)C=C1,12.9,-5.1,0.7,0.1,-3.1,1.0,-3.0,1.1,-3.5
COc1ccc(Oc2cn[nH]c2-c2ccc(OCC(=O)NN)cc2O)cc1,2.1,-16.5,7.0,4.1,-19.2,7.2,-1.0,17.5,-9.8
COc1cc(C(=O)OCC(=O)N2CCC(C)CC2)cc2c1OCCO2,-5.0,-1.0,12.4,0.2,-7.0,1.3,-2.9,9.9,-7.5
O=C(c1ccc(COc2ccccc2Br)o1)N1CCN(c2ccccn2)CC1,39.4,-6.8,12.2,1.8,6.2,-0.3,-2.0,-0.8,-3.4
COC(=O)c1ccccc1NC(=O)COC(=O)/C=C/c1cccs1,59.6*,-0.8,8.2,1.1,-8.7,4.4,5.2,11.0,-30.5
O=S(=O)(Cc1ccccc1)C(c1ccccc1)S(=O)(=O)Cc1ccccc1,2.1,nt,-0.6,1.5,4.1,nt,-1.6,-5.4,nt
Cc1c(N=C2NC(=O)C(CC(=O)Nc3ccccc3)S2)c(=O)n(-c2ccccc2)n1C (configuration not stated),0.3,1.7,9.4,0.0,17.7,0.0,-1.1,-10.8,-4.2
COc1ccccc1NC(=O)CSc1c2c(nc3ccccc13)CCC2,-9.8,-9.7,3.5,2.8,-4.0,0.0,-10.2,19.1,-15.2
Cc1c(Cl)c([N+](=O)[O-])nn1CC(=O)NCC1CCCO1 (configuration not stated),-9.9,1.0,5.1,1.4,-30.1,1.6,-2.8,29.1,-9.5
Cc1cc(=O)c(C(=O)O)nn1-c1ccccc1Cl,13.2,-6.5,-2.9,0.8,-2.4,0.7,-2.5,-2.3,-9.8
C/C(N)=C(/C#N)C(=O)CSc1nnc(Nc2cccc(C)c2)s1,9.5,-4.2,7.5,3.6&7.4,-8.2&-17.5,5.0,-0.7&-1.2,2.2&16.8,-9.5
CC(=O)c1c(C)[nH]c(C(=O)Nc2cccc(C)c2C)c1C,6.5,-7.5,2.6,1.3,-12.8,2.2,-2.7,13.6,3.3
NS(=O)(=O)c1ccc(CCNCC(=O)NC2CC2)cc1,-10.5,3.2,-2.1,0.5,-11.8,4.2,-3.8,5.9,-6.3
COC(=O)c1c(NC(=O)Cn2nc(C(F)F)cc2C(F)F)sc(C)c1C,2.8,-5.6,11.9,-0.4,-3.1,1.5,-3.0,-4.4,-19.2
O=CN1c2ccccc2CSc2ccccc21,-14.2,3.9,0.2,0.2,-6.9,0.1,2.5,-9.7,-11.6
COC(=O)N1C(=O)[C@@](c2ccc(OC)cc2)(C(C)C)N1C(=O)OC,nt,-12.8,nt,0.1,-6.8,-0.9,5.6,9.1,-5.0
C=CCN1C(=O)C(C)(C)N(C(=O)c2cccc([N+](=O)[O-])c2)c2ccccc21,-11.9,-14.5,0.7,0.9,0.3,-0.5,-7.5,-3.9,-15.8
COc1ccc(Cn2nnnc2C(C(C)C)N(Cc2ccco2)Cc2cccs2)cc1 (configuration not stated),8.7,-9.4,1.7,2.3,-4.4,1.8,-3.7,11.2,-15.4
Cc1ccc(S(=O)(=O)Oc2ccc(N3C(=O)C4C5CCC(C5)C4C3=O)cc2)cc1 (configuration not stated),25.5,-11.3,2.9,4.9,-0.7,5.2,-2.6,10.6,-7.3
O=C(CSc1ccccc1C(=O)O)NCC1CCCCC1,-1.4,-5.3,0.6,0.0,-10.4,0.4,-2.1,17.0,5.0
CCCCn1c(N)c(N(CC(C)C)C(=O)C2CSC3(C)CCC(=O)N23)c(=O)[nH]c1=O (configuration not stated),-48.5,5.3,4.3,2.2,-13.6,0.5,-2.3,18.0,-5.8
COC(=O)c1ccc(/C=C(\C#N)c2ccccn2)cc1,4.3,-15.3,14.6,-0.2,1.4,-0.8,-5.8,-13.9,-12.4
COc1ccc(/C=N/NC(=O)c2ccncc2)cc1CN1CCOCC1,0.2,-5.1,7.0,0.1,0.3,2.6,-1.6,0.5,-19.2
COc1cccc(NC(=S)NCCCN2CCOCC2)c1,2.9,-1.0,0.5,1.5,-14.8,-0.5,-6.3,4.0,-10.5
Cc1ccc(-c2nnc(N3CCN(C(=O)COc4ccccc4)CC3)c3ccccc23)cc1,9.5,-5.2,2.0,0.8,-8.3,0.4,-6.2,-3.8,-8.5
COc1ccc(Cn2c(=O)[nH]c3cc(C(=O)N4CCN(c5ccccc5OC)CC4)ccc3c2=O)cc1,nt,-11.1,nt,2.1,-11.7,5.7,1.0,17.2,-22.4
CC1(C)NC(=O)NC2(C)NC(=O)NC(C)(C)C12 (configuration not stated),0.9,-4.0,12.1,-0.4,8.4,-0.4,-1.3,16.2,-3.1
CN(Cc1cnn(-c2ccc(F)cc2)c1)Cc1nc(Cc2ccccc2)no1,-30.2,-1.7,5.2,3.5,-16.0,4.9,-5.2,-11.6,-19.6

# 10 entries from above in a different format:
# Values in the order – TAAR1 antag, OXTR potentiate, TAAR1 agonist, CHO-K1 Ca ag, CHO-K1 Ca antag, V1R ag counter, CHRM1 agonist, M1 PAM parental, CHO parental Ca
- Cc1ccc(S(=O)(=O)Oc2ccc(N3C(=O)C4C5CCC(C5)C4C3=O)cc2)cc1 (configuration not stated)
→ 25.5, -11.3, 2.9, 4.9, -0.7, 5.2, -2.6, 10.6, -7.3
- O=C(CSc1ccccc1C(=O)O)NCC1CCCCC1
→ -1.4, -5.3, 0.6, 0.0, -10.4, 0.4, -2.1, 17.0, 5.0
- CCCCn1c(N)c(N(CC(C)C)C(=O)C2CSC3(C)CCC(=O)N23)c(=O)[nH]c1=O (configuration not stated)
→ -48.5, 5.3, 4.3, 2.2, -13.6, 0.5, -2.3, 18.0, -5.8
- COC(=O)c1ccc(/C=C(\C#N)c2ccccn2)cc1
→ 4.3, -15.3, 14.6, -0.2, 1.4, -0.8, -5.8, -13.9, -12.4
- COc1ccc(/C=N/NC(=O)c2ccncc2)cc1CN1CCOCC1
→ 0.2, -5.1, 7.0, 0.1, 0.3, 2.6, -1.6, 0.5, -19.2
- COc1cccc(NC(=S)NCCCN2CCOCC2)c1
→ 2.9, -1.0, 0.5, 1.5, -14.8, -0.5, -6.3, 4.0, -10.5
- Cc1ccc(-c2nnc(N3CCN(C(=O)COc4ccccc4)CC3)c3ccccc23)cc1
→ 9.5, -5.2, 2.0, 0.8, -8.3, 0.4, -6.2, -3.8, -8.5
- COc1ccc(Cn2c(=O)[nH]c3cc(C(=O)N4CCN(c5ccccc5OC)CC4)ccc3c2=O)cc1
→ nt, -11.1, nt, 2.1, -11.7, 5.7, 1.0, 17.2, -22.4
- CC1(C)NC(=O)NC2(C)NC(=O)NC(C)(C)C12 (configuration not stated)
→ 0.9, -4.0, 12.1, -0.4, 8.4, -0.4, -1.3, 16.2, -3.1
- CN(Cc1cnn(-c2ccc(F)cc2)c1)Cc1nc(Cc2ccccc2)no1
→ -30.2, -1.7, 5.2, 3.5, -16.0, 4.9, -5.2, -11.6, -19.6

# More results.
SMILES,TAAR1 antag,OXTR potentiate,TAAR1 agonist,CHO-K1 Ca ag,CHO-K1 Ca antag,V1R ag counter,CHRM1 agonist,M1 PAM parental,CHO parental Ca
Cn1nc(-c2ccc(Cl)cc2)c2cc(C(=O)NCc3ccco3)sc21,32.9,4.8,-1.8,1.6,-17.4,0.7,-1.1,20.9,6.1
COc1ccc(CN2CC(C(=O)NCc3cccc(OC)c3)CC2=O)cc1 (configuration not stated),-16.7,-3.6,-1.0,0.6,-12.5,0.0,-2.4,13.6,-4.0
CC1(C)COC(c2cccn2Cc2ccccc2Cl)=N1,-15.2,-13.1,11.1,0.1,2.7,-2.0,-3.5,6.3,-16.6
CC(=O)c1ccc(NC(=S)NCC(c2ccco2)N2CCCC2)cc1 (configuration not stated),2.6,-2.8,4.8,2.1,-20.3,0.8,-2.7,28.2,-11.6
Cc1ccc(S(=O)(=O)NCCCOC(=O)Nc2ccncc2)cc1,5.6,-6.2,13.1,1.6,0.8,3.0,-2.7,3.3,-11.4
O=C1C(CSCc2ccccc2)NC(=S)N1c1ccccc1 (configuration not stated),-45.0,-4.6,6.2,0.7,-7.1,-0.8,-2.8,18.1,-0.5
Cc1ccc(CSCC(=O)NCCc2ccccc2)cc1,-25.0,0.1,0.9,0.6,-10.7,-0.3,-5.0,12.1,1.6
CCn1nc(C(=O)NNS(=O)(=O)c2ccc(C)cc2)c2ccccc2c1=O,-3.0,0.4,0.1,-0.5,-8.5,2.7,1.0,5.8,-14.8
CCn1c(CC(=O)Nc2ccccc2)nnc1SCC(=O)Nc1nnc(C)s1,-4.4,-7.3,-1.8,-0.2,-6.5,0.7,-4.0,4.6,-11.4
Cc1cccc(N(Cc2cc3ccc(C)cc3[nH]c2=O)S(=O)(=O)c2ccccc2)c1,6.4,-4.9,0.2,0.4,-15.7,0.2,-3.7,7.7,-20.9
O=C(CNc1ccccc1)Nc1cccc2ccccc12,-12.6,-3.0,0.2,0.1,-1.0,1.8,3.1,-3.7,-11.6
CC(C)Nc1ccc(C(CC(N)=O)NC(=O)Cc2cccc3ccccc23)cc1[N+](=O)[O-] (configuration not stated),-21.0,-3.2,6.6,0.2,-12.1,-0.9,-4.2,8.6,-20.7
Cc1cccc(NC(=S)Nn2cnnc2)c1C,-1.3,-5.6,3.4,-0.5,16.8,0.3,-3.3,-19.0,-0.5
CCCOc1ccc(/C(O)=C2/C(=O)C(=O)N(CCN(C)C)C2c2ccco2)cc1 (configuration not stated),11.0,-9.9,1.1,0.0,-4.4,-0.6,-2.9,7.7,-23.0
COC(=O)Nc1ccc(S(=O)(=O)Nc2cc(OC)nc(OC)n2)cc1,-1.4,-3.7,1.7,0.8,-4.2,-0.9,-2.4,5.1,0.7
CCO[C@H]1OC(C(=O)NCc2ccccc2)=C[C@@H](C(C)(C)C)[C@@H]1CCCO,-7.6,-8.5,5.1,-0.7,-5.8,-1.0,-2.0,-12.0,-21.1
